RBX1-CUL1 inh: inhibitors of human ROC1-CUL1 ubiquitin ligase activity. P62877+Q13616. in vitro K48 di-Ub FRET, acceptor:donor ratio, 45 min. inhibition, % at 10 µM. hit rate 0.6% among 140,000. AID 1347404; in the data active = inhibition above about 25%
Target sequence (P62877 whole entry, looked up): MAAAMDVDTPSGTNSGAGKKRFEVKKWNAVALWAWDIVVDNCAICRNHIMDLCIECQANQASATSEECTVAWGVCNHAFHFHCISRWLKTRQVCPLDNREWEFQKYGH
Target sequence (Q13616 whole entry, looked up): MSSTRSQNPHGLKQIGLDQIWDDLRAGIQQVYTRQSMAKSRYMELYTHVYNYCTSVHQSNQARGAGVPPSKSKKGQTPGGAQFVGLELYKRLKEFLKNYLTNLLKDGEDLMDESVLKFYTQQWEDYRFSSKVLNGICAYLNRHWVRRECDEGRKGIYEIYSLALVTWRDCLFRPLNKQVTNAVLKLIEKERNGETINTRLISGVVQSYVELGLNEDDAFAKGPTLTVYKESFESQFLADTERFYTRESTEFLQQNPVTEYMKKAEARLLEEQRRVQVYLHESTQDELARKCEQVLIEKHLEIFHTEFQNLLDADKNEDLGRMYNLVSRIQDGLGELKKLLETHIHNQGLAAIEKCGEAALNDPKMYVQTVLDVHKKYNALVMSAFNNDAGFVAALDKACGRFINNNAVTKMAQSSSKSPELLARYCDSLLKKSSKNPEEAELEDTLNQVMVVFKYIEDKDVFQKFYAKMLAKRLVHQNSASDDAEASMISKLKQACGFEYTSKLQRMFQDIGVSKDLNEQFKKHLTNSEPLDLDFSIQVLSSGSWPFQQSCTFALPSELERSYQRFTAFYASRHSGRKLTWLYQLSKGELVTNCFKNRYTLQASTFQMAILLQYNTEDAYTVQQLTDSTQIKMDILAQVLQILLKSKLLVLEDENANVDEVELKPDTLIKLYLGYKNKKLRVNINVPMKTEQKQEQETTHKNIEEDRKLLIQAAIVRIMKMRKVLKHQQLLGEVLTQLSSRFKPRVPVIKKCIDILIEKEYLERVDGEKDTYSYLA
Numbers without * were called inactive. The list is partial; rates above refer to the full screens.

SMILES	RBX1-CUL1 inh
O=C(Nc1cnn(-c2ccc(C(=O)N3C[C@@H]4C[C@@H](C3)c3cccc(=O)n3C4)cc2)c1)c1ccoc1	-4
Cc1cc2[nH]c(=O)[nH]c2cc1S(=O)(=O)N1CCCC1	0
O=C(Cn1c(C(F)(F)F)nc2ccccc21)NCCN1CCOCC1	4
CCn1ncc(/C=C/C(=O)C2CC2)c1C	-2
CC(=O)c1cc(-c2ccc(F)cc2)n(CCC(=O)NC2CCCCC2)c1C	5
Cc1ccccc1OCCSCc1nc2ccccc2[nH]1	0
CC1(C)C(=O)CC[C@]2(C)C1=CC(=O)CC21OCCO1	-2
COCCC1CCCCN1C(=O)c1cc(Cn2c(C)nc3ccccc32)[nH]n1 (stereo not drawn)	-5
CCOc1ccc(C(F)(F)F)cc1NC(=O)c1cccs1	5
COc1ccc2c(c1)C(NC(C)=O)C(=O)N2Cc1ccc(F)cc1 (stereo not drawn)	6
CCOC(=O)c1c(NC(=O)CCN2CCCCC2)sc2c1CCCC2	-6
Cc1ncoc1C(=O)N1CCCC(CCc2c(F)cccc2F)C1 (stereo not drawn)	-8
Nc1c(C(=O)Nc2c(Cl)cccc2Cl)sc2nc3c(cc12)CCCCC3	2
O=C(NCC1CCCN(C(=O)C[n+]2cc([O-])on2)C1)c1cccc2ccccc12 (stereo not drawn)	-2
O=C(NCc1ccco1)c1cnn2c(-c3ccccc3)cc(-c3ccccc3)nc12	1
COc1ccc(C2C(C(=O)c3ccc(Cl)cc3)C(=O)C(=O)N2c2ccc(NC(C)=O)cc2)cc1 (stereo not drawn)	10
N#CC1=C(c2ccsc2)CC(c2cccs2)=NC1=S	2
CCOCCCNC(=O)CCCOc1ccccc1	-2
CCCCC(=O)Nc1ccccc1C(=O)OCc1cc(=O)n2nc(C3CCCCC3)sc2n1	6
NS(=O)(=O)c1ccc(NC(=O)c2cc(I)ccc2Cl)cc1	9
CC1=CC(C)(C)NC(=S)N1c1ccccc1O	-4
CC1C(=NC(=O)c2ccc(Cl)s2)C(=O)N(c2ccccc2)N1C (stereo not drawn)	-2
Brc1ccc(-c2nc3ccccc3c3nncn23)cc1	-12
COc1ccccc1N(CC(=O)NC1CCCC1)S(=O)(=O)c1ccc(C)cc1	4
O=C1C(c2ccccc2)=C(Cc2ccccc2)OC2(c3ccccc3)CC(c3ccccc3)Sc3ccccc3N12 (stereo not drawn)	7
Carrying on.
SMILES	RBX1-CUL1 inh
COCCCNC(=O)CCCn1c(SCC(=O)c2ccc(F)cc2)nc2c(sc3ccccc32)c1=O	-2
CCCCc1nnc(SCC2=Nc3ccc(C(=O)OCC)cc3C(=O)C2)n1C	-1
CCOCCc1nnc(NC(=O)C(=O)c2cc(C)n(-c3ccc(C)cc3C)c2C)s1	-10
CCOc1ccc(N2CC(C)Cn3c2nc2c3c(=O)n(CCCO)c(=O)n2C)cc1 (stereo not drawn)	0
Cc1ccc(OCCN(C)C(=O)C2CC23CCN(Cc2nc4ccccc4s2)CC3)cc1 (stereo not drawn)	8
C=CCN=C1C(=O)c2ccccc2C(=O)C1Cl (stereo not drawn)	-4
Cc1ccc(Nc2c([N+](=O)[O-])cc([N+](=O)[O-])c3ccccc23)cc1C	1
CCOc1ccc(C(=O)NCc2nc3cccnc3n2Cc2cccc(OC)c2)cc1	8
Cc1cccc(OCC(=O)Nc2sc(C)c(C)c2C(N)=O)c1	2
CCCCOc1ccc(C(=O)Nc2ccc(OC)c(Cl)c2)cc1	10
Cc1ccc(Cl)cc1NC(=O)C(C)n1nc(-c2ccccc2)ccc1=O (stereo not drawn)	-8
CCOc1ccc2c(c1)c(=O)c(C(=O)c1ccc(CC)cc1)cn2CC(=O)Nc1ccc2c(c1)OCCO2	-15
COCCC(=O)Nc1cc(C(=O)N(C)CCc2cnn(C)c2)cc2nc(-c3ccccc3)n(C)c12	-1
COc1ccc(C2=NC(C(F)(F)F)(C(F)(F)F)N=C(N3CCCCC3)O2)cc1	-10
O=C(c1cccs1)N(C(=O)c1cccs1)c1cc(C(F)(F)F)ccc1Cl	-2
Cc1ccc(S(=O)(=O)N(CC(O)Cn2c3ccc(Br)cc3c3cc(Br)ccc32)CC2CCCO2)cc1 (stereo not drawn)	5
COc1ccccc1N1CCN(C(=O)CCc2ccc(C)cc2)CC1	1
COc1ccc(NS(=O)(=O)c2ccc(NC(=S)NC(=O)/C=C/c3cccs3)cc2)nn1	14
O=C(NCc1ccc2c(c1)OCO2)c1cccc(Cl)c1	11
O=C(CN(c1ccccc1)S(=O)(=O)c1ccccc1)NCCSc1ccccc1	0
O=C(Nc1nc2ccccc2s1)C1CCCC1	-1
CC1CCN(S(=O)(=O)c2nnc(NC(=O)c3ccc(C(C)C)cc3)s2)CC1	6
CC1C(=NC(=O)c2nn3c(c2Br)NC(c2ccc(Br)o2)CC3C(F)(F)F)C(=O)N(c2ccccc2)N1C (stereo not drawn)	0
CCOC(=O)C1=C(C)N=C(C)C(C(=O)OCC)C1c1ccco1 (stereo not drawn)	-3
CCOc1ccc(NC(=O)Cn2c(=O)c(CNc3ccc(OC)cc3)cc3ccc(OC)cc32)cc1	11
Other structures
SMILES	RBX1-CUL1 inh
Cc1ccc(Sc2ccc(N3CCCC(C(=O)Nc4ccc(F)c(Cl)c4)C3)nn2)cc1 (stereo not drawn)	-5
Cc1cccc(C(=O)N2CCCCC2CCN2CCCCC2)c1 (stereo not drawn)	13
COc1ccc(C2CC(c3ccc(Cl)c(Cl)c3)=Nc3ncnn32)cc1 (stereo not drawn)	-3
COC(=O)C(NC(=O)c1ccco1)(Nc1ncc(Cl)cc1Cl)C(F)(F)F (stereo not drawn)	-3
COc1ccc(CNC(=O)C(=O)NCC(c2ccco2)S(=O)(=O)c2cccs2)cc1 (stereo not drawn)	-7
COc1ccc2c(c1)SC[C@H]1[C@@H]2CC[C@]2(C)C(=O)CC[C@@H]12	-3
Nc1c(C2=NNC(c3ccccc3)C2)sc2nc3c(c(-c4ccccc4)c12)CCCC3 (stereo not drawn)	2
CCOC(=O)c1c(C)n(-c2ccccc2)c2ccc(OC(=O)c3cc(OC)cc(OC)c3)cc12	3
O=C(c1ccccc1)c1ccc2c3c(cccc13)C(=O)N(c1cccc3ccccc13)C2=O	4
O=C(NCCCc1ccccc1)C1CC(Cc2cccc(F)c2)=NO1 (stereo not drawn)	0
Cc1ccc(C(=O)COC(=O)C(CCCCN2C(=O)C3C4CCC(C4)C3C2=O)N2C(=O)C3C4CCC(C4)C3C2=O)cc1C (stereo not drawn)	-7
CCc1[nH]n2c(=O)cc(CC3CCC(=O)N3)nc2c1-c1ccc(F)cc1 (stereo not drawn)	-4
CC(=O)NC1OC(C)=Cc2ccccc21 (stereo not drawn)	9
COc1ccc(-n2cc(C(=O)NC(C)c3ccccc3)c3ccccc3c2=O)cc1 (stereo not drawn)	-4
COc1ccccc1NC(=O)NCCCN1CCN(c2ccc(F)cc2)CC1	-4
CCOc1ccc(NC(=O)C(Sc2ccccc2)c2ccccc2)cc1 (stereo not drawn)	-4
CCS(=O)(=O)n1nc(-c2ccc(Cl)cc2)nc1SCc1ccccc1	10
O=C1C2C3CCC(C3)C2C(=O)N1c1ccc(N2C(=O)C3C4c5ccccc5C(c5ccccc54)C3C2=O)cc1 (stereo not drawn)	9
CCCS(=O)(=O)c1ncc(CN(C)CC(=O)OCC)n1CC1CCCO1 (stereo not drawn)	6
Cc1cccc2c(C(=O)N3C[C@H]4CC[C@H]3C4)cc(-c3cnn(C(C)C)c3)nc12	-10
COc1ccc(C(=O)N/N=C/c2c(OC)ccc3ccccc23)cc1	5
CCN(CC)C(=O)c1cncc(C(=O)N(CC)CC)c1-c1ccccc1	9
Cc1ccccc1CNC(=O)C1CCN(c2nnc(-n3c(C)ccc3C)s2)CC1	-5
Nc1cc(-c2cccc(-c3ccn[nH]3)c2)nc(N2CCOCC2)n1	2
CCOC(=O)c1nn2c(C(F)(F)F)cc(-c3ccc(C)cc3)nc2c1Cl	4

Some of the entries above in another layout:
smiles: CCN(CC)C(=O)c1cncc(C(=O)N(CC)CC)c1-c1ccccc1
- RBX1-CUL1 inh: 9

smiles: Cc1ccccc1CNC(=O)C1CCN(c2nnc(-n3c(C)ccc3C)s2)CC1
- RBX1-CUL1 inh: -5

(list continues)
SMILES	RBX1-CUL1 inh
Cc1ccc(NC(=O)c2cnn3c(C(F)(F)F)cc(-c4ccc(F)cc4)nc23)cc1	9
COC(=O)c1ccc(S(=O)(=O)N2CCc3ccccc3C2)cc1	-4
CC(C)N(C)Cc1nnnn1CC(=O)N(C)CC1COc2ccccc2O1 (stereo not drawn)	3
COc1cccc(C(=O)c2c(-c3ccccc3)c(C(=O)Nc3ccccc3)c3ccccn23)c1	-5
Cn1c(SCc2c(F)cccc2Cl)nnc1-c1ccccn1	8
O=C1C(=O)N(c2nccs2)C(c2ccccc2[N+](=O)[O-])C1C(=O)c1ccc([N+](=O)[O-])cc1 (stereo not drawn)	1
O=C(Nc1nnc(C2CCC2)s1)N1CCCN(c2ncccn2)CC1	-2
COC(=O)C1C(C)=Nc2ncnn2C1c1cccc(OCc2ccc(F)cc2)c1 (stereo not drawn)	2
COc1ccc(C2N=C(C(Cl)(Cl)Cl)NC(C(Cl)(Cl)Cl)=N2)cc1	9
Clc1ccc(-c2cc3cccc[n+]3cc2-c2ccc(Cl)cc2)cc1	-3
CCCc1[nH]nc2c1C(c1cccc(OCC)c1OCc1ccccc1Cl)C(C#N)C(=N)O2 (stereo not drawn)	15
CCOc1ccccc1CN(CCc1ccc2c(c1)OCO2)Cc1cccc(OC)c1OC	5
O=C(Cn1nc(C(F)(F)F)c2c1CCCC2)Nc1ccc(Cl)cc1	4
CCCCc1c(C)nc(N2CCN(c3ccc(OC)cc3)CC2)[nH]c1=O	4
CN1C(=O)/C(=C/c2ccc3c(c2)OCO3)SC1=Nc1cccc(C(F)(F)F)c1	5
COC(=O)c1ccc(NC(=O)Nc2nnc(N(C)C3CCCCC3)s2)cc1	7
CC(=O)N(C)c1ccc(NC(=O)CCC(=O)O)cc1	-6
Cc1ccc2cccc(NC(=O)c3cccc4c(Br)cccc34)c2n1	-13
O=C(NCCc1csc(-c2cccc(F)c2)n1)C(=O)Nc1cc(F)ccc1F	4
CCc1ccc(CN2CCc3c(C(=O)N4CCCCC4C(=O)OC)c(OC)cc(=O)n3CC2)o1 (stereo not drawn)	-1
Nc1ncc(CN(CCN2CCCCC2)CC2CCCN(C3CCCC3)C2)cn1 (stereo not drawn)	-4
C=CCOc1ccc(C2C(C(=O)c3ccc(C)o3)C(=O)C(=O)N2CCN(C)C)cc1OCC (stereo not drawn)	8
COc1ccc(NC(=O)CN2CCN(Cc3ccccc3)S2(=O)=O)c(OC)c1	1
O=C(NCCC1=CCCCC1)c1c(F)c(F)c(F)c(F)c1F	-8
Cc1cc(C)n(-c2nc(C)nc(NCc3ccccc3)n2)n1	4
More compounds.
SMILES	RBX1-CUL1 inh
COc1ccc2c(C)nc(N3CCCC(C(=O)NC4CC4)C3)nc2c1 (stereo not drawn)	2
CCOC(=O)Cc1ccc(NC(=O)N2CC(CC)Oc3ccccc32)cc1 (stereo not drawn)	-1
Cc1ccc(-n2nnc(-c3nc(-c4ccccc4)no3)c2C)cc1	3
Cc1ccc2c(c1)-c1onc(C(=O)N3CCN(c4cccc(C)c4C)CC3)c1CO2	-2
CCOC(=O)c1ccccc1Nc1cc(C)nc2nc(-c3ccco3)nn12	-4
Cc1ccc2c(c1)CN(C(=O)Cn1cc3ccccc3n1)CC(c1ccsc1)O2 (stereo not drawn)	-3
CCN1CCCC1CNC(=O)CCC1CCN(Cc2c(C)nn(C)c2Cl)CC1 (stereo not drawn)	-3
CCOc1ccc(S(=O)(=O)Nc2nccs2)cc1	10
COc1ccc(S(=O)(=O)N(CC(=O)Nc2ccc(C(C)C)cc2)c2ccc(C)cc2)cc1OC	-10
CC1Cc2cc(S(=O)(=O)CCC(=O)Nc3ccc(Cl)cc3F)ccc2N1C(=O)C1CC1 (stereo not drawn)	-4
COc1ccc(Cl)cc1NC(=O)Cn1c(=O)n(Cc2nc(C)no2)c(=O)c2ccccc21	-5
O=C(Nc1cccc(C(F)(F)F)c1)c1ccc2c(c1)nnn2C1CCCC1	10
COc1ccc(NC(=O)c2sc3nc4c(cc3c2N)CCCC4)cc1Cl	-9
C=CCN(CC=C)C(=O)CC1(c2ccccc2OC)CC(=O)N(C2CCCC2)C1=O (stereo not drawn)	-3
Nn1c(SCC(=O)NC2CCCCC2)nnc1-c1ccccc1Cl	-18
O=C(NCc1ccccc1)c1cnc2sc(N3CCCC3)nn2c1=O	-1
Cc1nc(C2CCCNC2)cc(N(C)Cc2ncc(C)[nH]2)n1 (stereo not drawn)	13
COC(=O)c1ccc(Cl)cc1NC(=O)N(Cc1ccc(OC)cc1)C1CCN(C(C)=O)CC1	2

Filtered by structure, the entries above containing a thiophene ring, fused or not (13)
SMILES	RBX1-CUL1 inh
CCOc1ccc(C(F)(F)F)cc1NC(=O)c1cccs1	5
CCOC(=O)c1c(NC(=O)CCN2CCCCC2)sc2c1CCCC2	-6
Nc1c(C(=O)Nc2c(Cl)cccc2Cl)sc2nc3c(cc12)CCCCC3	2
N#CC1=C(c2ccsc2)CC(c2cccs2)=NC1=S	2
CC1C(=NC(=O)c2ccc(Cl)s2)C(=O)N(c2ccccc2)N1C (stereo not drawn)	-2
COCCCNC(=O)CCCn1c(SCC(=O)c2ccc(F)cc2)nc2c(sc3ccccc32)c1=O	-2
Cc1cccc(OCC(=O)Nc2sc(C)c(C)c2C(N)=O)c1	2
O=C(c1cccs1)N(C(=O)c1cccs1)c1cc(C(F)(F)F)ccc1Cl	-2
COc1ccc(NS(=O)(=O)c2ccc(NC(=S)NC(=O)/C=C/c3cccs3)cc2)nn1	14
COc1ccc(CNC(=O)C(=O)NCC(c2ccco2)S(=O)(=O)c2cccs2)cc1 (stereo not drawn)	-7
Nc1c(C2=NNC(c3ccccc3)C2)sc2nc3c(c(-c4ccccc4)c12)CCCC3 (stereo not drawn)	2
Cc1ccc2c(c1)CN(C(=O)Cn1cc3ccccc3n1)CC(c1ccsc1)O2 (stereo not drawn)	-3
COc1ccc(NC(=O)c2sc3nc4c(cc3c2N)CCCC4)cc1Cl	-9

Screening results (PubChem)
